All columns: NCI-60 one-dose screen, growth in % after 48 h at 10 µM unless noted; 100 = growth as untreated, 0 = no growth, -100 = all killed.
T-47D: T-47D breast cancer; 5% of 79,000 active
MDA-MB-231: MDA-MB-231 breast cancer; 5% of 81,000 active
MOLT-4: MOLT-4 leukemia cells; 6.9% of 80,000 active
MDA-MB-468: MDA-MB-468 breast cancer; 8.5% of 78,000 active
K-562: K-562 leukemia; 7.4% of 78,000 active
SR: SR leukemia cells | 8.7% of 73,000 active | AID 1794780
MCF7: MCF7 breast cancer; 6.3% of 82,000 active
BT-549: BT-549 breast cancer. 4.4% of 78,000 active. AID 1794793
* = called active by the depositor; x = not tested or not shown; & = joins results of further samples; ! = a repeat was not active. How the source made its calls: active means growth percent below 10; inactive means the rest.

The first 7 records, ahead of the listing:
SMILES | T-47D | MDA-MB-231 | MOLT-4 | MDA-MB-468 | K-562 | SR | MCF7 | BT-549
CC1(C)Cc2c(Br)c(Br)c(Br)c(OCC(O)CN3CCN(c4ccccn4)CC3)c2O1 (stereo not drawn) | 89 | 57 | 53 | x | 36 | x | 68 | 101
CCN1C(=O)NC(c2ccccc2)C1=O (stereo not drawn) | 95 | 99 | 87 | 104 | 97 | 81 | 91 | 124
CCn1cc(C2=C(c3cccc4ccccc34)C(=O)NC2=O)c2cc(Br)ccc21 | 85 | 109 | 82 | 82 | 54 | 71 | 75 | 99
CC(C)C(=O)NC(c1ccco1)c1ccc2cccnc2c1O (stereo not drawn) | 88 | 102 | 86 | 108 | 92 | 79 | 97 | 107
COc1cc(NC(C)CCCN)c2nccc(C)c2c1OC (stereo not drawn) | 67 | 59 | 73 | x | 65 | 69 | 10 | 98
CC(CCO)CCC(Br)C(C)(C)Br (stereo not drawn) | 86 | 118 | 89 | 107 | 93 | 89 | 101 | 102
O=C(O)CCCCNC(=O)c1nc(-c2ccccc2)n(-c2ccccc2)n1 | 85 | 100 | 104 | 102 | 106 | 115 | 97 | 109

All compounds of this part, previewed entries included:
SMILES | T-47D | MDA-MB-231 | MOLT-4 | MDA-MB-468 | K-562 | SR | MCF7 | BT-549
CC1(C)Cc2c(Br)c(Br)c(Br)c(OCC(O)CN3CCN(c4ccccn4)CC3)c2O1 (stereo not drawn) | 89 | 57 | 53 | x | 36 | x | 68 | 101
CCN1C(=O)NC(c2ccccc2)C1=O (stereo not drawn) | 95 | 99 | 87 | 104 | 97 | 81 | 91 | 124
CCn1cc(C2=C(c3cccc4ccccc34)C(=O)NC2=O)c2cc(Br)ccc21 | 85 | 109 | 82 | 82 | 54 | 71 | 75 | 99
CC(C)C(=O)NC(c1ccco1)c1ccc2cccnc2c1O (stereo not drawn) | 88 | 102 | 86 | 108 | 92 | 79 | 97 | 107
COc1cc(NC(C)CCCN)c2nccc(C)c2c1OC (stereo not drawn) | 67 | 59 | 73 | x | 65 | 69 | 10 | 98
CC(CCO)CCC(Br)C(C)(C)Br (stereo not drawn) | 86 | 118 | 89 | 107 | 93 | 89 | 101 | 102
O=C(O)CCCCNC(=O)c1nc(-c2ccccc2)n(-c2ccccc2)n1 | 85 | 100 | 104 | 102 | 106 | 115 | 97 | 109
CC(C)OC(=O)Nc1cc(Cl)ccc1Cl | 100 | 103 | 106 | 93 | 90 | 100 | 101 | 107
Nc1ccc(-c2ccc3ncnc(N4CCc5cc(F)c(Cl)cc54)c3c2)cn1 | 11 | 18 | 1.8* | -78* | 13 | 0.2* | 8.5* | -9.2*
Cc1ccc(C2=Nc3ccc(Cl)cc3C3=NCNC(=S)N23)cc1 | 92 | 84 | 90 | 110 | 100 | 96 | 94 | 119
CCN=c1sc2c(n1NC(=O)c1cc3ccc1CCc1ccc(cc1)CC3)C(=O)c1ccccc1C2=O | -20* | -7.5* | -33* | -34* | -28* | -3.7* | -63* | -97*
CCN(CC)C1CCC(N)CC1 (stereo not drawn) | 106&102 | 105&103 | 117&99 | 97&96 | 97&97 | 88&96 | 96&86 | 98&91
COc1ccc(-c2n[nH]nc2-c2cc3ccccc3s2)cc1O | 44 | -3.0* | 15 | 41 | 5.6* | 19 | 20 | 24
O=C(Cc1ccc(CCC(=O)c2ccccc2O)cc1)Nc1ccccc1 | 70 | 93 | 77 | 93 | 89 | 84 | 88 | 95
Cc1cnc(C(=O)Nc2nc3ccc(S(=O)(=O)Nc4ccc(C(C)(C)C)cc4)cc3[nH]2)cn1 | 27 | 31 | 22 | -11* | 11 | 12 | 22 | 27
N#C/C(=C\c1ccccc1[N+](=O)[O-])C(=O)O | 104 | 119 | 103 | 94 | 104 | 108 | 99 | 117
Clc1nn2c(Cn3cnc4c(Nc5ccccc5)ncnc43)nnc2c2ccccc12 | 85 | 85 | 77 | 65 | 79 | 57 | 79 | 75
C=CCSC(SCC=C)c1ccc(Cl)cc1 | 112 | 100 | 85 | 106 | 90 | 75 | 107 | x
CSC(N)=Nc1ccc(Cl)cc1 | 100 | 82 | 104 | 89 | 108 | 98 | 89 | 105
O=C(NNc1ccc(F)cc1)c1ccc(Cc2n[nH]c(=O)c3cccnc23)cc1 | 99 | 104 | 95 | 94 | 90 | 102 | 94 | 95
CC1=C(CCN2CCCCC2)C(=O)N2N=C(c3ccc(Cl)cc3)SC2N1 (stereo not drawn) | 102 | 101 | 96 | 90 | 98 | 82 | 89 | 114
COc1cc2c(c(OC)c1OC)-c1cc(I)c(O)cc1[C@@H](NC(C)=O)CC2 | 70 | 7.0* | 34 | -33* | 26 | 33 | 13 | 3.6*
CN(/N=C/c1ccccc1O)C(=O)c1ccccc1N | 106 | 103 | 103 | 101 | 96 | 96 | 88 | 135
CC(=O)c1cc2ccccc2c2ccccc12 | 92 | 99 | 93 | 106 | 97 | 89 | 98 | 107
CCCCCCCCCCCCSC(=O)C(Cl)(Cl)Cl | 107 | 106 | 109 | 106 | 110 | 106 | 95 | 104

Quoted from the listing.
Value for CCn1cc(C2=C(c3cccc4ccccc34)C(=O)NC2=O)c2cc(Br)ccc21 under SR: 71
Value for O=C(O)CCCCNC(=O)c1nc(-c2ccccc2)n(-c2ccccc2)n1 under BT-549: 109
Value for CCN=c1sc2c(n1NC(=O)c1cc3ccc1CCc1ccc(cc1)CC3)C(=O)c1ccccc1C2=O under MDA-MB-231: -7.5*

Additional structures.
SMILES | T-47D | MDA-MB-231 | MOLT-4 | MDA-MB-468 | K-562 | SR | MCF7 | BT-549
COc1cccc(NC(=O)c2ccc(C(=O)Nc3cccc(OC)c3)cc2)c1 | 95 | 102 | 100 | 102 | 79 | 90 | 99 | 72
O=[N+]([O-])c1cnc(N2CCN(CC3CC3)CC2)nc1N1CCN(CC2CC2)CC1 | 100 | 100 | 103 | 77 | 102 | 115 | 96 | 89
C=C(C)[C@@H]1CC[C@]2(C(=O)NC(C)=O)CC[C@]3(C)[C@H](CC[C@@H]4[C@@]5(C)CCCNC(C)(C)[C@@H]5CC[C@]43C)[C@@H]12 | 18 | 24 | -13* | -20* | 3.0* | -24* | -17* | 63
N#Cc1c(-c2ccc(Cl)cc2)nc(N/N=C/c2cccc(Br)c2)nc1N1CCOCC1 | 67 | 103 | 36 | 77 | 13 | x | 72 | 101
COc1ccc(N=C2c3ccccc3-c3ccccc32)cc1 | 79 | 85 | 83 | 87 | 58 | 69 | 88 | 62
NC(=O)CC1C=C(Br)C(=O)C(Br)=C1 | 104 | 100 | 139 | 120 | 160 | x | 97 | 92
CC(C)(C)c1cc(NC(=O)Nc2ccc(-c3cn4c(n3)sc3cc(OCCN5CCOCC5)ccc34)cc2)no1 | -23* | 36&43 | 1.7*! | 31&12 | 34&12 | 1.3* | 10.0*! | 9.1*
NC(=O)c1cnc2ccc(-c3csc(N)n3)cc2c1Nc1ccc(Cl)cc1 | 105 | 99 | 96 | 109 | 116 | 90 | 93 | 92
CN1CCN(Cc2ccc(NC(=O)c3[nH]ncc3Nc3ncnc4[nH]ccc34)cc2)CC1 | 22 | 0.3* | -21* | -52* | 5.6* | -17* | 9.2* | -76*
O=S(=O)(Cc1ccccc1)c1nc2ccccc2s1 | 76 | 85 | 14 | 77 | 14 | 17 | 31 | 36
C=CC(=O)N1CC=C(c2cc3c(N[C@H](C)c4ccccc4)ncnc3[nH]2)CC1 | 72 | 48 | 98 | 33 | 84 | 67 | 76 | x
CCCCCCN(CCCCCC)N=O | 108 | 104 | 108 | 129 | 104 | 120 | 96 | 108
O=[N+]([O-])c1ccc(N/N=C(\c2ccccc2)c2ccc(O)cc2O)c([N+](=O)[O-])c1 | 95 | 102 | 112 | 107 | 115 | 106 | 99 | 119
C[C@@H]1N=C(c2ccc(Cl)cc2)Nc2nc3ccccn3c2C1=O | 81 | 76 | 88 | 98 | 70 | 47 | 69 | 94
Cc1cc2ccccc2n1/C=C/C1=[N+](C)c2ccccc2C1(C)C | 68 | 73 | 59 | 22 | 56 | 85 | 40 | 82
S=c1ccc2ccccc2[nH]1 | 91&90 | 100&94 | 100&93 | 116&98 | 103&91 | 97&109 | 103&99 | 104&100
CCOC(=O)NC(C)C | 100 | 112 | 83 | 96 | 88 | 112 | 106 | 116
O=C(/C=C/Nc1cc(-c2ccccc2)nn1-c1ccccc1)c1ccc(Cl)cc1 | 75 | 96 | 88 | 74 | 72 | 101 | 80 | 99
COc1ccc(-c2cc(-c3nc4cc(Cl)c(Cl)cc4[nH]3)[nH]n2)cc1 | 70 | 74 | x | 69 | 41 | 49 | 65 | 96
O=C(C(c1ccccc1)c1ccccc1)N1CCN(S(=O)(=O)c2ccccc2)CC1 | 89 | 97 | 92 | 95 | 90 | 111 | 93 | 107
CNC1=C([N+](=O)[O-])C(c2ccc(OC)cc2)C(C#N)=C(c2cccs2)O1 (stereo not drawn) | 92 | 100 | 101 | 117 | 105 | 112 | 96 | 117
c1ccc(-c2oc(-c3ccccc3)c3ccccc23)cc1 | 101 | 91 | 96 | 109 | 86 | 57 | 122 | 97
COc1cc(C2C3=C(COC3=O)N(CCO)c3cc4c(cc32)CCC4)cc(OC)c1OC (stereo not drawn) | 54 | 1.3* | x | 0.6* | x | x | -16* | -9.8*
Nc1nc(Cl)nc(Cl)n1 | 108 | 108 | 98 | 102 | 102 | 97 | 100 | 113
COc1ccc(C2=NN(c3ccccc3)C(c3ccc(OCc4ccc(Cl)cc4)c(OC)c3)C2)cc1OC (stereo not drawn) | 89 | 106 | 87 | 95 | 94 | 95 | 88 | 107
(cont.)
SMILES | T-47D | MDA-MB-231 | MOLT-4 | MDA-MB-468 | K-562 | SR | MCF7 | BT-549
COc1ccc(C2NC(=O)C(C#N)c3c2sc2c(F)cccc32)cc1 (stereo not drawn) | 80 | 71 | 49 | 34 | 14 | 22 | 33 | 56
Cc1ccc(Sc2oc(-c3ccccc3)nc2C(=O)O)cc1 | 90 | 107 | 97 | 98 | 97 | 96 | 97 | 93
CCOC(=O)C1=CSC2=NC3=C(CCC/C3=C\c3ccc(Cl)cc3)C(c3ccc(Cl)cc3)N12 (stereo not drawn) | 77 | 95 | 82 | 85 | 93 | 90 | 31 | 98
N#CC(=Nc1ccccc1)Nc1ccccc1 | 96 | 115 | x | 107 | x | x | 104 | 116
O=C1CCCCCCCCCCCN1 | 107 | 107 | 111 | 95 | 114 | 97 | 89 | 114
CCCCCCCCCC(=O)c1ccccc1 | 99 | 100 | 104 | 118 | 112 | 113 | 100 | 100
CCOC(=O)c1nocc1CCCOc1ccc(C(=O)NCc2ccccc2Cl)cc1C | 90 | 86 | 100 | 103 | 87 | 49 | 88 | 109
O=[N+]([O-])c1cc([N+](=O)[O-])c(N2CCCC2)cc1NN=C(c1ccc(O)cc1)c1ccc(O)cc1 | -7.1* | 94 | 57 | x | x | 77 | 9.5* | 87
CCCCC(CC)COC(=O)c1nn(C(C)=O)c2cc(F)c(F)cc12 (stereo not drawn) | 95 | 96 | 89 | 100 | 111 | 114 | 92 | 107
COc1ccc(-c2nn(Cc3ccccc3)c3c2-c2oncc2CC3)cc1OC | 85 | 78 | 67 | 100 | 91 | 63 | 88 | 93
O=C(COc1ccc(/C=C2\C(=O)Nc3ccccc32)cc1)Nc1ccccc1 | 95 | 110 | 107 | 104 | 103 | 106 | 88 | 119
O=Cc1ccc(Cl)c2ccccc12 | 103 | 97 | 103 | 102 | 104 | 107 | 94 | 108
OC1(C2(O)CCCC2)CCCCC1 | 93 | 106 | 88 | 124 | 97 | 87 | 89 | 95
CC1=NOCC(=O)N1 | 99 | 102 | 102 | 96 | 92 | 98 | 99 | 104
O=C(CCSCCC(=O)N/N=C/c1ccc(F)cc1)N/N=C\c1ccc(F)cc1 | 96 | 95 | 103 | 102 | 96 | 99 | 92 | 103
c1ccc2c(Cc3csc4ccccc34)csc2c1 | 79 | 95 | 87 | 74 | 24 | 50 | 68 | 92
N#Cc1c(-c2ccccc2)nc(SC(=O)CCNc2ccccc2)[nH]c1=O | 90 | 90 | x | 111 | 101 | 100 | x | 90
CCOC(=O)C(/C=N\C(=S)Nc1ccc(Cl)c(Cl)c1)=C(/O)c1ccccc1 | 43 | 80 | 69 | 76 | 81 | 81 | 80 | 88
